# Source: PubChem BioAssay (National Center for Advancing Translational Sciences (NCATS))
# NPC1 promoter act: NPC1 promoter activation | 320,000 tested, 2.4% active | AID 485313 | Potency, µM (doses to about 9.22 µM), inactives show at the highest dose activation, most hits filed as activators | Huh7 NPC1 promoter luciferase reporter, 24 h;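 also: % of control where 0% means no effect; nearly all actives have a fitted effect of over 60% in size; reporter is driven by a mutant NPC1 promoter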
#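 Quantitative HTS used a cell-based reporter: Huh7 cells stably bearing the NPC1 promoter upstream of luciferase were treated with compounds for 24 h, and promoter activation was read as luminescence.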
# Gal4-VP16 FLuc: inhibits Gal4-VP16 luciferase reporter, ROR gamma counter-screen. Potency, µM (top dose mostly 53.6 µM), without a hit: at the top dose activity, negative = inhibition, hits mostly inhibitors. Drosophila S2 Gal4-VP16 UAS-luciferase, luminescence, 20 h. 310,000 tested, 3.5% active;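 also: Gal4-VP16 expression switched on by copper sulfate through the metallothionein promoter; % is scaled to controls: 0 for no effect and ±100 for the full control effect; nearly all actives have a fitted effect of over 50% in size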
# Rab9 promoter act: activates the Rab9 promoter; AID 485297; Potency, µM (doses to about 9.22 µM), inactives show top-dose activation, negative = inhibition, actives largely listed as activators; 320,000 tested, 2.8% active; Huh7 Rab9 promoter-luciferase reporter, luminescence, 24 h; also: % of control where 0% means no effect; nearly all actives have a fitted effect of over 60% in size
#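 Using Huh7 cells stably transfected with Rab9 promoter–luciferase, compounds were incubated 24 h at 37 °C, 5% CO2; luciferase luminescence was read 10 min after reagent addition.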
# uPA generation: blocks generation of uPA at the cell surface. Potency, µM (doses to about 38.3 µM), inactives show top-dose activity change, negative = inhibition, actives largely listed as inhibitors. cell surface uPA generation assay, qHTS. 330,000 tested, 0.31% active; active = well fitted inhibition curve with a large enough effect; inconclusive = small, poorly fitted or top-dose-only effect; inactive = no such curve, though single readings can be large or run the other way; tested in mouse RAW 264.7 cells; also: % is scaled to controls: 0 for no effect and ±100 for the full control effect; nearly all actives have a fitted effect of over 55% in size
# ELG1 genotoxic: inducers of genotoxicity in HEK293T ELG1-luciferase cells | HEK293T ELG1-luciferase reporter, luminescence, 16 h | Potency, µM (top dose mostly 46 µM), without a hit: top-dose activity change, positive = activation, most hits filed as activators | 330,000 tested, 1.3% active | AID 504466; also: % of control where 0% means no effect; nearly all actives have a fitted effect of over 60% in size
#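 DMSO vehicle served as control against compound-treated ELG1-luciferase HEK293T cells; exposure lasted 16 hr at 37 °C and 5% CO2, followed by ONE-Glo luminescence detection after 30 min.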
# BRCA1 expr up: activators of BRCA1 expression; MCF7-BRCA1-FFLuc reporter, luminescence, 48 h; response scale: scaled: vehicle 0%, 10 µM genistein 100%; Potency, µM (top dose mostly 46.1 µM), for inactives: at the top dose activation, hits mostly activators; 380,000 tested, 1.1% active; also: nearly all actives have a fitted effect of over 80% in size; some results filed as inactive show a strong effect at the top dose
#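 Compounds are tested at multiple concentrations on MCF7 BRCA1-luciferase reporter cells seeded at 2000 per well; after 48 h, a single luminescence end-point is taken and curves fitted to the normalized data.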
# RORg inh: blocks mouse ROR gamma transcriptional activity | Potency, µM (series often up to 53.6 µM), inactives show at the highest dose activity change, negative = inhibition, most hits filed as inhibitors | P51450 | Drosophila S2 Gal4-RORgamma UAS-luciferase reporter, 20 h | AID 2551 | 310,000 tested, 5.4% active; also: % is scaled to controls: 0 for no effect and ±100 for the full control effect; nearly all actives have a fitted effect of over 60% in size
# Target sequence (P51450 whole entry, looked up, the tested form may be a part): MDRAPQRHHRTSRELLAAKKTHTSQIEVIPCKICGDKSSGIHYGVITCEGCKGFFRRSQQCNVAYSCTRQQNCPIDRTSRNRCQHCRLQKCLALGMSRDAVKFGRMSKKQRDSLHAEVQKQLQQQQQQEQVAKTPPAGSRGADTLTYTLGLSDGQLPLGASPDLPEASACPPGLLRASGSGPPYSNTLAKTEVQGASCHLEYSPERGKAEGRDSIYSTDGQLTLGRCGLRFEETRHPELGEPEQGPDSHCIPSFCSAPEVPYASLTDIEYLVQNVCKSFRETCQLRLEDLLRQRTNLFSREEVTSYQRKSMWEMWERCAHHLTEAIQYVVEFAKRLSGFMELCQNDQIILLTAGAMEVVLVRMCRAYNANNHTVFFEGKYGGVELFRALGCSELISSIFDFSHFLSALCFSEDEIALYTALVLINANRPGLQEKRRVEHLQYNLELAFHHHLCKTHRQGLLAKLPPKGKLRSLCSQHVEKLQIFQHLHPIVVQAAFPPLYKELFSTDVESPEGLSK
#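 Luminescence from a UAS-regulated Photinus luciferase reporter in stably transfected Drosophila Schneider cells is measured; decreased signal marks ROR gamma inhibition. Fusion expression is induced by 700 uM copper sulfate for 20 hr.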
# p53 reactivation: mutant p53 re-activation in reporter cells. H1299 p53-A138V BP100-luciferase reporter, luminescence, 24 h. Potency, µM (top dose mostly 92.2 µM), without a hit: top-dose activity change, positive = activation, most hits filed as activators. 320,000 tested, 0.063% active. AID 504706; also: % of control where 0% means no effect; nearly all actives have a fitted effect of over 45% in size
#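 H1299 (p53-null), stable ts p53-A138V + BP100-Luc; 1000 cells/well, Opti-MEM/10% FBS; cpd 4 pt, 1:5; 24 h, 37 deg C, 5% CO2; detection reagent 10 min RT; luminescence.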
# MBNL1 CUG block: blocks human MBNL1 binding to CUG repeat RNA | Q9NR56 | TR-FRET MBNL1-His/biotin-(CUG)12 binding, 665/545 ratio | Potency, µM (doses to about 57.5 µM), for the others: at the top dose activity change, negative = inhibition, actives largely listed as inhibitors | 280,000 tested, 0.036% active; active = well fitted inhibition curve with a large enough effect in the signal ratio, with a control signal flat, not every such curve was filed as active; inconclusive = small, poorly fitted or top-dose-only effect, or effect the other way, or a change in a side signal; inactive = no such curve, though single readings can be large or run the other way; the % refers to the signal ratio; also: % is scaled to controls: 0 for no effect and ±100 for the full control effect
# Target sequence (Q9NR56 whole entry, looked up): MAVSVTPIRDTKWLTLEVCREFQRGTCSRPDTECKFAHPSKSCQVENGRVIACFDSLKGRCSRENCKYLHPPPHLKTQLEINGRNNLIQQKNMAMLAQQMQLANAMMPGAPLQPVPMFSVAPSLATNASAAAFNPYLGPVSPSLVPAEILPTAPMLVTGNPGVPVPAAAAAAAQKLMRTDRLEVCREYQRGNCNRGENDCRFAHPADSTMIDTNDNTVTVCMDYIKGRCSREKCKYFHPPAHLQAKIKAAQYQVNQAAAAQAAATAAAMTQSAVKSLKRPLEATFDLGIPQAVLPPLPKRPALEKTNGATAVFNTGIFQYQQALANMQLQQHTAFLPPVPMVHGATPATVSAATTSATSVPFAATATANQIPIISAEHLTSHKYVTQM
#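 TR-FRET readout: Ex 340 nm, 665/545 nm emission ratio, normalized to buffer-only (basal) and MBNL1-(CUG)12 controls. Complex of MBNL1-His with Biotin-(CUG)12, compounds 92 nM–58 uM, incubated 60 min at room temperature.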
# FLuc counter: firefly luciferase modulation, counter-screen for miR-21 project; 360,000 tested, 6.9% active; P08659; purified FLuc, Km substrates, luminescence inhibition; Potency, µM (doses to about 57.5 µM), without a hit: at the top dose activity change, negative = inhibition, actives largely listed as inhibitors;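 also: plate controls were vehicle for no effect and reference inhibitor for full effect; nearly all actives have a fitted effect of over 55% in size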
#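 Purified P. pyralis luciferase (10nM final) with 10uM D-luciferin and 10uM ATP (Km levels) in 50mM Tris acetate pH 7.5, 10mM Mg acetate, 0.01% Tween-20, 0.05% BSA; qHTS 6-point titration, ~60 µM downward; luminescence read.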
# The depositor's hits bear a star; ? = inconclusive; . = not tested or not shown; & = joins results of further samples; [ ] = another dose, or the depositor's remark. Unless noted, calls follow the shape of the dose curve; as a rule, active = well fitted curve in the direction sought with a large enough effect; inconclusive = small, poorly fitted or top-dose-only effect, or another doubt; inactive = no such curve, though single readings can be large; an effect the other way counts as inactive or inconclusive. Potency is read from the fitted curve at half-maximal effect. Random draw from the library (roughly 13% active in at least one column).
# The opening 8 records as a preview:
mol,NPC1 promoter act,Gal4-VP16 FLuc,Rab9 promoter act,uPA generation,ELG1 genotoxic,BRCA1 expr up,RORg inh,p53 reactivation,MBNL1 CUG block,FLuc counter
Cc1ccc(-c2noc(CCC(=O)NC3CCN(Cc4ccccc4)CC3)n2)cc1,-4%,?,-9%,-4%,-11%,-34%,?,8%,-2%,0%
COc1ccc(C(=O)Nc2ccc(NC(=O)c3ccccc3OC)nc2)cc1,2%,4%,28%,-4%,-21%,?,8%,-9%,104%[activator],-17%
O=C(COC(=O)/C=C/c1ccccc1[N+](=O)[O-])Nc1ccc(OC(F)F)cc1,3%,-16%,2%,3%,2%,-5%,14%,-4%,5%,4%
CCc1c(C)nc2ncnn2c1NC1CCCc2ccccc21 (stereo not given),-6%,-11%,-19%,-1%,-2%,-25%,-24%,2%,7%,-3%
Cc1cc(Cl)ccc1NC(=O)CN1C(=O)CSc2ccc(S(=O)(=O)N3CCOCC3)cc21,-1%,2%,0%,2%,2%[9.26 µM],-11%,0%,-4%,0%,0%
Cc1cc(-c2ccccc2)nc(N/N=C/c2cccnc2)n1,5%,-7%,1%,4%,-2%,24%,-10%,4%,6%,12µM*
COc1ccc(C)cc1NS(=O)(=O)c1ccc(NS(=O)(=O)c2ccc(NC(C)=O)cc2)cc1,0%,-7%,-11%,-1%,-1%,4%,-4%,-24%,?,0%
COc1ccc(CCC(=O)Nc2cc(S(=O)(=O)N3CCOCC3)ccc2OC(C)C)cc1,0%,.,2%,10%,-1%,-28%,.,2%,.,7%

# Results, from the first entry:
mol,NPC1 promoter act,Gal4-VP16 FLuc,Rab9 promoter act,uPA generation,ELG1 genotoxic,BRCA1 expr up,RORg inh,p53 reactivation,MBNL1 CUG block,FLuc counter
Cc1ccc(-c2noc(CCC(=O)NC3CCN(Cc4ccccc4)CC3)n2)cc1,-4%,?,-9%,-4%,-11%,-34%,?,8%,-2%,0%
COc1ccc(C(=O)Nc2ccc(NC(=O)c3ccccc3OC)nc2)cc1,2%,4%,28%,-4%,-21%,?,8%,-9%,104%[activator],-17%
O=C(COC(=O)/C=C/c1ccccc1[N+](=O)[O-])Nc1ccc(OC(F)F)cc1,3%,-16%,2%,3%,2%,-5%,14%,-4%,5%,4%
CCc1c(C)nc2ncnn2c1NC1CCCc2ccccc21 (stereo not given),-6%,-11%,-19%,-1%,-2%,-25%,-24%,2%,7%,-3%
Cc1cc(Cl)ccc1NC(=O)CN1C(=O)CSc2ccc(S(=O)(=O)N3CCOCC3)cc21,-1%,2%,0%,2%,2%[9.26 µM],-11%,0%,-4%,0%,0%
Cc1cc(-c2ccccc2)nc(N/N=C/c2cccnc2)n1,5%,-7%,1%,4%,-2%,24%,-10%,4%,6%,12µM*
COc1ccc(C)cc1NS(=O)(=O)c1ccc(NS(=O)(=O)c2ccc(NC(C)=O)cc2)cc1,0%,-7%,-11%,-1%,-1%,4%,-4%,-24%,?,0%
COc1ccc(CCC(=O)Nc2cc(S(=O)(=O)N3CCOCC3)ccc2OC(C)C)cc1,0%,.,2%,10%,-1%,-28%,.,2%,.,7%
O=C(Nc1nnc(-c2cccnc2)o1)c1ccccc1Cl,3%,?,2%,-1%,3%,-5%,8.9µM*,0%,-14%,-12%
Cc1ccccc1C(=O)Nc1ccc2nc3n(c(=O)c2c1)CCC3,8%,-3%,-2%,6%,10%,31%,?,9%,3%,?
COc1cc(N)c(C(O)c2nccc3cc(OC)c(OC)cc23)cc1OC (stereo not given),-4%,-30%,-15%,4%,2%,-25%,29%,9%,7%,-1%
CC1(C)CC(=O)C(N=Nc2ccc(Br)cc2)=C(O)C1,-2%,2%,15%,8%,10µM*,13%,36%,5%,?,3.4µM*
CCC(C)NC(=O)CNC(=S)N(Cc1ccccc1)Cc1cccnc1 (stereo not given),-2%,1%,14%,-3%,-1%,-5%,44%,-2%,.,1%
Cc1ccc(N(CCC#N)C(=O)CSc2ccc3c(c2)OCCO3)cc1,-1%,0%,-4%,5%,0%,22%,8%,-4%,5%,-6%
N#Cc1c(-c2ccccc2)nc(N2CCN(Cc3ccccc3)CC2)[nH]c1=O,-1%,-8%,-12%,4%,-5%,-21%,16%,-1%,-2%,0%
CC(O)CNCc1ccc(-c2ccccc2)cc1 (stereo not given),-2%,-4%,1%,-7%,0%,25%,-16%,-1%,6%,-1%
CC(=O)c1cccc(NC(=O)/C(=C\c2cccnc2)NC(=O)c2ccc(C)cc2)c1,-1%,5%,-1%,3%,-1%,10%,-21%,-7%,-1%,3%
COc1ccc(N(CC(=O)NCC(C)C)S(=O)(=O)c2ccccc2)cc1,-2%,8%,-4%,2%,1%,0%,-3%,3%,4%,0%
Cc1cccc(C(=O)OCC(=O)N2CC(C)OC(C)C2)c1C (stereo not given),2%,9%,5%,-1%,-1%,-13%,0%,-3%,0%,-1%
Cc1ccc(COC(=O)c2cccc(S(=O)(=O)N3CCCCC3)c2)cc1,-1%,.,-7%,3%,-1%,-4%,.,4%,.,1%
O=C(CN1CCOCC1)N(c1ccccc1)c1ccc2ccccc2c1,-2%,20%,1%,-2%,0%,-4%,2%,2%,15%,1%
O=C(C1CCC1)N1CCc2cc(S(=O)(=O)NC3CCCc4ccccc43)ccc21 (stereo not given),-1%,-15%,-4%,-6%,-1%,-45%,0%,1%,-4%,-2%
COC(=O)c1cc(S(=O)(=O)N2CCN(c3ccccc3F)CC2)c[nH]1,1%,-3%,2%,-9%,-2%[9.26 µM],-5%,13%,-7%,-5%,3%
CCCNC(=O)C1CC(=O)N(c2ccc(OCC)cc2)C1 (stereo not given),0%,2%[10 µM],2%,1%,-6%,-10%,10%,0%,11%,-1%
CC(C)n1cc(CN2CCC(n3nccc3NC(=O)Cc3ccccc3)CC2)cn1,0%,-6%,6%,19%,1%,-12%,-5%,-8%,-4%,2%
O=C(Nc1ccc(Cl)cc1)OCCn1nnnc1C(c1ccccc1)N1CCOCC1 (stereo not given),0%,20%,6%,-3%,0%,8%,21%,-15%,2%,?
O=C(Nc1ccc(Cl)cc1)c1nc[nH]c1C(=O)N1CCN(c2ccccc2)CC1,.,.,.,7%,3%,2%,.,4%,.,.
Cc1c(C(=O)NNC(=O)c2csc(N3CCOCC3)n2)oc2ccccc12,11%,.,1%,-28%,2%,13%,.,3%,.,27µM*
C=CCn1c(-c2cccc(OC)c2)n[nH]c1=S,0%,?,-3%,-7%,3%,-13%,7.1µM*,-1%,-3%,-3%
O=C(/C=C/c1ccccc1[N+](=O)[O-])NCc1ccccc1Cl,1%,4%,12%,-2%,3%,39%,35%,4%,13%,-3%
Cc1ccc(-c2cc(N)n(-c3ccc(F)cc3)n2)cc1,?,-25%,3.5µM*,0%,23µM*,5µM*,8%,4%,-1%,9.5µM*
Cc1cccc(NC(=O)CSc2nc3[nH]c(=O)cc(O)c3s2)c1,0%,.,-1%,1%,-4%,2%,.,0%,.,-17%
Cc1ccc(S(=O)(=O)NCc2cn3ccccc3n2)c(C)c1,2%,2%,-5%,4%,-5%,-5%,-5%,2%,-3%,1%
CSc1nnc(Nc2ccccc2C)s1,-5%,17%,4%,-1%,?,66%,2%,5%,1%,-12%
COc1ccc(C(CNC(=O)COc2ccccc2C#N)N2CCOCC2)cc1 (stereo not given),-1%,3%,4%,7%,0%,-3%,-5%,-10%,-16%,4%
S=C(NCc1ccccc1Cl)NC1CCCC1,1%,8.9µM*,1%,-1%,-6%,-11%,6.3µM*,-15%,.,1%
NNC(=O)c1nn(-c2ccccc2)cc1O,0%,5%,-3%,.,-1%,.,-14%,-3%,1%,-6%
O=S(=O)(Nc1cccc2cccnc12)c1ccccc1,-15%,3.5µM*,3%,-4%,?,-20%&0%,2µM*,-12%,4%,1%
CCOC(=O)c1sc2nc(CSCC(=O)OCc3ccc(C(=O)OC)o3)[nH]c(=O)c2c1C,-3%,10%,1%,2%,-2%,-58%,0%,-7%,-6%,-2%
CCOC(=O)c1nnn(CC(=O)N2N=C(c3ccccc3)CC2c2ccccc2)c1C(=O)OCC (stereo not given),-1%,-19%,-4%,-6%,1%,3%,13µM*,6%,?,2%
CCn1c(SCC(=O)Nc2ccc(S(=O)(=O)Nc3ccccn3)cc2)nnc1-c1ccncc1,0%,-6%,-6%,-1%,3%,-9%,-1%,-1%,-3%,1%
CN(C)S(=O)(=O)c1ccc(NS(=O)(=O)/C=C/c2ccccc2)cc1,1%,2%,1%,-2%,-4%,-9%,30%,-2%,-7%,3%
